RmlCD inh mix – inhibitors of RmlC and RmlD coupled enzymes. RmlC/RmlD coupled enzyme inhibition, 384-well mixture HTS. inhibition, % at 5.5 µM. 0.39% of 110,000 active. AID 1532; in the data active = inhibition above about 30%, passing the limit was not always enough; inconclusive = no clear call, values can overlap the other calls; note: strong numbers were not always called active
RT RNaseH block – inhibitors of HIV-1 reverse transcriptase RNase H. AID 565. 1.9% of 65,000 active. RT-RNase H RNA/DNA duplex cleavage, fluorescence. inhibition, % at 10 µM; in the data active = inhibition above about 50%
Starred values were filed as active, the others as inactive; ? = inconclusive; nt = not tested or not shown. These rows are one share of the data (hit frequency here may not be typical).

Each structure is followed by: RmlCD inh mix, RT RNaseH block
Cc1cc(C)nc(SCc2nnc(SCc3ccccc3Cl)o2)n1
  10, -66
O=C(CSc1nc2ccccc2[nH]1)Nc1cc(C(F)(F)F)ccc1N1CCOCC1
  -2, 4
CCCCOP(=O)(c1ccc(N(C)C)cc1)C(O)c1ccccc1F (centres undefined)
  7, 5
C=CCOC(=O)C1=C[C@@H](c2csc3ccccc23)[C@H](CCCO)[C@@H](OCC)O1
  2, nt
Cc1cc(C)nc(Sc2nc(Cl)nc(N(c3ccccc3)c3ccccc3)n2)n1
  6, nt
CC(C)CCn1c(N2CCOCC2)nc2c1c(=O)n(CC(N)=O)c(=O)n2C
  -6, -3
Cc1sc2ncnc(NCC(C)(C)N3CCOCC3)c2c1C
  -9, nt
O=C1c2ccccc2-c2c1nc1c([n+]2[O-])CCCC1
  2, -12
Cc1c(C#N)c(NC(=O)c2cccc(Cl)c2)n(Cc2ccccc2)c1C
  5, nt
O=C1OC(N2CCN(Cc3ccccc3)CC2)c2ccccc21 (centres undefined)
  -99, 1

(continued)
Each structure is followed by: RmlCD inh mix, RT RNaseH block
O=C(Cn1nnc(-c2ccccc2)n1)N=Nc1c(O)[nH]c2ccccc12
  6, nt
CCOC(=O)N1CCC(NC(=O)c2cccn3c(=O)c4cc(Br)ccc4nc23)CC1
  3, -10
O=C(Nc1sccc1C(=O)NCc1ccco1)c1cccnc1
  -14, -17
CCOC(=O)C1CCCN(C(=O)CN2C(=O)c3ccccc3C2=O)C1 (centres undefined)
  19, -1
Cc1nn(C)c(C)c1S(=O)(=O)N1CCC(C(=O)NC2CCCCC2)CC1
  5, -17
O=C1c2cnc3nc(SCc4ccccc4)nn3c2CC2c3ccccc3CCN12 (centres undefined)
  -14, nt
Cn1c(Cn2cnc(Cl)c2Cl)nc2ccccc21
  -10, -6
Cc1cc(C)n(-c2ccc(C(=O)Nc3ccccn3)cc2)n1
  4, -5
CCOc1ccccc1OCCCC(=O)NC1=NCCS1
  -21, -17
CC1C(=O)CCN(C(C)(C)C)C1C (centres undefined)
  9, nt

Further records follow:
Each structure is followed by: RmlCD inh mix, RT RNaseH block
CS(=O)(=O)NCCC1=CCCCC1
  -6, -2
CC(=O)N(C)c1ccc(NC(=O)c2ccco2)cc1
  nt, -8
O=C(NCC1COc2ccccc2O1)C1C2C=CC3(CN(Cc4ccccc4Cl)C(=O)C13)O2 (centres undefined)
  -18, -2
CCOc1ccc(C2C=C(c3ccccc3)Nc3nnnn32)cc1 (centres undefined)
  2, 39
O=C(NCc1ccccc1)c1cc(-c2cccc(O)c2)on1
  5, -5
CCCC(c1nnnn1CCOC)N1CCN(Cc2ccccc2)CC1 (centres undefined)
  -12, nt
COCCn1c(SCC(=O)Nc2ccc(Cl)c(S(=O)(=O)N(C)C)c2)nc2ccccc21
  5, nt
CC(=O)Nc1ccc(N2CCN(Cc3ccccc3F)CC2)cc1
  7, -4
Cc1ccc2cc3cc(C(=O)N4CCN(C(=O)c5ccco5)CC4)sc3nc2c1
  6, 55*
CCCCc1nnc(NC(=O)C=C(C)C)s1
  4, -8

One compound at a time, from the list above. Order of screens: RmlCD inh mix | RT RNaseH block
`COCCn1c(SCC(=O)Nc2ccc(Cl)c(S(=O)(=O)N(C)C)c2)nc2ccccc21` is entered as 5 | nt
`CCOc1ccc(C2C=C(c3ccccc3)Nc3nnnn32)cc1` (centres undefined) is entered as 2 | 39

Further compounds follow.
Each structure is followed by: RmlCD inh mix, RT RNaseH block
CON(C)C(=O)Nc1ccc(Cl)cc1
  -7, -6
C#CCNC(=O)[C@H](Cc1ccc(C(=O)c2ccccc2)cc1)NC(=O)OC(C)(C)C
  -14, nt
CC(CN(C(N)=O)c1ccccc1O)C(=O)O (centres undefined)
  10, nt
Oc1ccc2[nH]ccc2c1
  9, 49
CCOC(=O)CCn1nc(-c2ccc(Cl)cc2)cc1N
  -17, -16
COc1cc2c(cc1NC(=O)C(C)Sc1ccc(C)cc1)oc1ccccc12 (centres undefined)
  0, nt
O=C(Cn1ncc2ccccc21)N1CCc2ccccc21
  19, -15
Cc1cc(NC(=O)c2ccc(S(=O)(=O)N3CCOCC3)cc2)nc2c1c(=O)oc1ccccc12
  nt, 41
Cc1cccc(C(=O)NC2CC(C)(C)NC(C)(C)C2)c1
  5, -15
O=c1oc2ccccc2c(Nc2ccc3ccccc3c2)c1[N+](=O)[O-]
  27, nt

Following part.
Each structure is followed by: RmlCD inh mix, RT RNaseH block
Cc1nn(Cc2ccc(C(=O)Nc3ccccc3C(F)(F)F)o2)c(C)c1Br
  7, nt
CC(=O)Nc1ccc(OC(=O)c2cccnc2)cc1
  5, -4
O=C(c1ccc(Cn2c(=O)[nH]c3ccccc3c2=O)cc1)N1CCN(c2ccc(Cl)cc2)CC1
  8, 5
NC(=O)C1=C[C@H](C2CCCCC2)C[C@H](OCc2ccc(CO)cc2)O1
  4, nt
COc1cccc(-c2nc(CS(=O)CC(=O)NCc3ccccc3Cl)c(C)o2)c1 (centres undefined)
  -4, -7
COC(=O)c1[nH]c2ccc(C)cc2c1NC(=O)CN1CCN(c2ccccc2)CC1
  -1, -5
COc1ccc(Cl)cc1N(CC(=O)Nc1ccccc1C(=O)NCc1ccco1)S(C)(=O)=O
  -19, -3
COc1cc2[nH]c(=S)n(Cc3ccc(C)o3)c(=O)c2cc1OC
  6, 46
COc1ccc(NC(=O)N2CCCC2C(=O)NCc2ccc(F)cc2)cc1 (centres undefined)
  -11, nt
Cc1ccccc1OCCCCCn1ccnc1
  7, -48

Next structures:
Each structure is followed by: RmlCD inh mix, RT RNaseH block
O=C(Oc1ccc(=O)n(-c2ccccc2)n1)c1ccccc1
  4, nt
O=C1CCC/C1=C/Nc1ccc2c(c1)OCO2
  4, nt
COC(=O)c1sccc1-c1ccc(C(=O)Nc2cccnc2)o1
  11, nt
COc1ccc(S(=O)(=O)N2CCCC(C(=O)Nc3ccc4c(c3)OCCO4)C2)cc1 (centres undefined)
  -11, nt
O=C1Nc2ccccc2C1(c1ccccc1)c1ccccc1
  -8, nt
Cc1cc(C)c(NC(=O)C2C3/C=C\CCCCC32)c(C)c1 (centres undefined)
  4, nt
O=C(Nc1nnc(CCS(=O)(=O)c2ccc(Br)cc2)s1)c1ccc([N+](=O)[O-])cc1
  -7, nt
O=C(COCCOCC(=O)N(c1ccccn1)C1CCCCC1)N(c1ccccn1)C1CCCCC1
  -2, nt
O=C1C(C=Nc2ccccc2O)=C(O)c2ccccc21
  -10, -6
COc1ccc(C(CC(=O)N2CCCC2)c2c(OC)cc(OC)c3c(-c4ccccc4)cc(=O)oc23)cc1 (centres undefined)
  13, nt

Next part:
Each structure is followed by: RmlCD inh mix, RT RNaseH block
O=C(NC1CCCC1)C1CC(c2ccc(F)cc2)=NO1 (centres undefined)
  5, -7
Cc1nc(-c2ccccc2)nc2[nH]c(=O)n(-c3ccccc3)c(=O)c12
  7, 0
O=C(NCn1ccc(=O)[nH]c1=S)c1ccccc1
  -14, 1
CSCCC(NC(=O)c1ccco1)C(=O)OC(C)C(=O)NC(=O)NC1CCCCC1 (centres undefined)
  -7, 5
COc1cccc(C2NC(=O)NC(C)=C2C(=O)OCCSC)c1OC (centres undefined)
  8, 2
Cc1c(NC(=O)C(C)OC(=O)CNC(=O)c2ccc(C(C)(C)C)cc2)c(=O)n(-c2ccccc2)n1C (centres undefined)
  1, nt
CC(C)CC1CC(=O)OC1(C)C(=O)CSc1nc2ccccc2s1 (centres undefined)
  6, nt
CC1CC(C)CN(CCCNC(=O)C2CCC(=O)N2C2CCCC2)C1 (centres undefined)
  -5, -8
COC(=O)c1cc2sccc2n1Cc1nc(-c2ccc(Cl)cc2)oc1C
  -6, nt
NC(=O)[C@@H]1CCCNc2c(I)cc([N+](=O)[O-])cc2C(=O)N[C@@H](CCC(=O)O)C(=O)N[C@@H](CO)C(=O)N1
  -147, nt

The list goes on; the last five above are carried over.
Each structure is followed by: RmlCD inh mix, RT RNaseH block
Cc1c(NC(=O)C(C)OC(=O)CNC(=O)c2ccc(C(C)(C)C)cc2)c(=O)n(-c2ccccc2)n1C (centres undefined)
  1, nt
CC(C)CC1CC(=O)OC1(C)C(=O)CSc1nc2ccccc2s1 (centres undefined)
  6, nt
CC1CC(C)CN(CCCNC(=O)C2CCC(=O)N2C2CCCC2)C1 (centres undefined)
  -5, -8
COC(=O)c1cc2sccc2n1Cc1nc(-c2ccc(Cl)cc2)oc1C
  -6, nt
NC(=O)[C@@H]1CCCNc2c(I)cc([N+](=O)[O-])cc2C(=O)N[C@@H](CCC(=O)O)C(=O)N[C@@H](CO)C(=O)N1
  -147, nt
C=CCc1c(C)nc(SCC(=C)C)[nH]c1=O
  -4, -22
COCCNC(=O)CN1CCC(n2c(C)nc3cc(C(F)(F)F)ccc32)CC1
  6, -2
CCCCC(=O)Nc1ccc(C(=O)Nc2nnc(COC)s2)cc1
  12, nt
Cc1ccc(S(=O)(=O)N2CCOCC2)cc1NC(=O)COC(=O)CSc1ccc(Br)cc1C
  -9, nt
CCCc1nnc(NC(=O)c2cccs2)s1
  -27, nt
CCOC(=O)c1[nH]c(C(=O)O)c(CCC(=O)OC)c1C
  -26, -3
CCCCSc1nc(O)c(Cc2ccccc2)c(=O)[nH]1
  1, nt
Cc1cc(NC(=O)CSc2ccc3nnc(-c4cccnc4)n3n2)no1
  10, 4
COc1cc(NC(=O)c2cccs2)c(OC)cc1NC(=O)c1ccco1
  nt, 6
CCOC(=O)N1CCN(C(=O)c2ccc(C#CC3(O)CCCCC3)cc2)CC1
  nt, 6

Other structures follow.
Each structure is followed by: RmlCD inh mix, RT RNaseH block
O=C(Nc1ncc(Br)s1)C(Cc1ccccc1)n1cccc1 (centres undefined)
  -3, 10
CCn1c(SCC(=O)c2ccc(Cl)cc2)nnc1-c1cccs1
  10, nt
O=P(OC1CCS(=O)(=O)C1)(c1ccccc1)c1ccccc1 (centres undefined)
  5, -19
O=C(CCN1C(=O)COc2ccccc21)NCCCN1CCN(c2ccccc2F)CC1
  10, -9
Cc1ccc2cccc(Oc3nnnn3-c3ccccc3)c2n1
  -5, -38
O=C(O)CCc1ccc(-c2ccc(Br)cc2)n1Cc1ccco1
  -13, 4
Clc1ccc(OCc2nnc(-c3ccccc3Br)o2)cc1
  -4, -128
O=C(/C=C/c1cccc([N+](=O)[O-])c1)NCC1CCCO1 (centres undefined)
  -4, nt
C/C(=C(\C#N)C(=O)NCCN1CCOCC1)N(C)C
  -14, -8
Cc1c(C(=O)Nc2ccccc2)oc2c1C(=O)CC(C)(C)C2
  9, -4

(continued)
Each structure is followed by: RmlCD inh mix, RT RNaseH block
Cn1sc(NC(=O)c2cccc(Cl)c2)nc1=O
  2, nt
CCOC(=O)Cn1c(=N)n(CCOc2ccc3ccccc3c2)c2ccccc21
  -11, nt
COc1ccc(-c2nnn(CC(=O)N(Cc3ccc(F)cc3)C(C(=O)NC3CCCC3)c3ccc(F)cc3)n2)cc1 (centres undefined)
  -1, nt
CCCc1nc2ccccc2c(=O)n1NC(=O)c1c(O)c2ccccc2[nH]c1=O
  -6, -20
CCCCNC(=O)c1onc(CSc2ccc(F)c(F)c2)c1C(=O)NCCCC
  -9, nt
Cc1cc(O)cc(O[C@H]2OC(CO)[C@H](O)[C@@H](O)[C@H]2O)c1 (some centres undefined)
  -19, nt
O=C(NCc1cn2ccccc2n1)c1ccccc1
  3, -3
CC1Cn2c(COc3ccccc3)nnc2S1 (centres undefined)
  -15, -2
CC(=O)NC(CC(C)C)C(=O)NC(Cc1ccccc1)C(N)=O (centres undefined)
  47, 13
O=C(CN1C(=O)C2CCCN2c2ncc(Cl)cc21)NCc1ccc2c(c1)OCO2 (centres undefined)
  nt, 16

(continued)
Each structure is followed by: RmlCD inh mix, RT RNaseH block
Cc1cc(C)n(-c2ccc(C(=O)Nc3ccc(S(=O)(=O)NCc4ccco4)cc3)cc2)n1
  -9, 4
CCC(=O)c1cn(CC(=O)OC)c2ccccc12
  -6, nt
O=C(CC1COc2ccccc2O1)Nc1ccccn1 (centres undefined)
  4, 3
O=C(N/N=C/c1ccccc1)c1sccc1OCc1ccc(F)cc1
  6, nt
O=c1c2cnn(-c3ccc(F)cc3)c2ncn1Cc1ccccc1
  7, nt
CCCNC1CCS(=O)(=O)C1 (centres undefined)
  -16, nt
Cc1nnc(NC(=O)Cc2ccc(OCc3c(C)noc3C)cc2)s1
  -8, -14
Cc1ccccc1CNC(=O)c1ccccc1
  5, nt
CCOC(=O)CNC(=O)CSc1nc(NCc2ccccc2)nc(N(C)C)n1
  -17, -58
CCCOc1ccc(N)cc1N
  nt, -9

The listing continues:
Each structure is followed by: RmlCD inh mix, RT RNaseH block
O=C(C1CCCCC1)N1CCN(C(=O)C2CCCCC2)CC1
  26, -6
CC(C)(C)C(=O)Cn1ncc(N2CCCC2)c(Br)c1=O
  6, nt
c1ccc(-c2csc(Nc3ccc4c(c3)OCCO4)n2)cc1
  8, nt
C=CCNC(=O)CSc1nnc(-c2ccccc2Cl)n1-c1c(C)n(C)n(-c2ccccc2)c1=O
  ?, nt
CCCC(=O)Nc1cc(C)c(NC(=O)Cc2ccccc2)cn1
  nt, 2
CCOC(=O)c1c(C)oc2c1c(C=NCc1ccccn1)c(O)c1ccccc12
  nt, -43
CCCCC(CC)C(=O)Nc1ccc(C#N)cc1 (centres undefined)
  -17, nt
CCCCn1c(SCC(=O)N2CCCC2)nc2c1c(=O)n(C)c(=O)n2C
  -3, -2
CCn1c(COc2ccc(C)cc2)nnc1SCC(=O)Nc1ccc(S(N)(=O)=O)cc1
  -130, 0
COc1cccc(CN2CCN(C(=O)c3cccc(F)c3)CC2)c1
  nt, 5

The listing continues:
Each structure is followed by: RmlCD inh mix, RT RNaseH block
COc1ccc(C)cc1NC(=O)c1cc2c(CO)cnc(C)c2oc1=N
  -12, 4
CCOc1ccc(N(CC(=O)NCc2ccco2)S(C)(=O)=O)cc1
  6, -2
Cc1cccc(CN2CCN(CC(=O)NCc3cccs3)C2=O)c1
  7, nt
CC(=O)NC(CCS(C)(=O)=O)C(=O)Nc1cccc(C(C)=O)c1 (centres undefined)
  -2, -70
COC(=O)c1[nH]c2ccccc2c1NC(=O)CN1CC(C)OC(C)C1 (centres undefined)
  -13, nt
Cc1cccc(OCCCC(=O)Nc2ccc3c(c2)OCO3)c1
  -12, -5
